ERK EGF inh – qHTS Assay for Inhibitors of the ERK Signaling Pathway using a Homogeneous Screening Assay; Stimulation with EGF; HEK293-V1b, EGF-stimulated phospho-ERK AlphaScreen; Potency, µM (top dose mostly 11.5 µM), for inactives: at the top dose activity change, negative = inhibition, most hits filed as inhibitors; 0.41% of 130,000 active; active = well fitted inhibition curve with a large enough effect; inconclusive = small, poorly fitted or top-dose-only effect, or effect the other way;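 note: plate controls were stimulated vehicle wells for no effect and unstimulated vehicle basal for full effect; nearly all actives have a fitted effect of over 55% in size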
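Homogeneous cell-based phospho-ERK assay: HEK293/V1b cells in 1% FBS, compound 30 min then EGF 5 min, AlphaScreen luminescence. Activity normalized between DMSO and 25 nM EGF controls; AC50 from Hill modelling.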
* marks the source's active call; other numbers are inactive results; ? = inconclusive; [ ] = dose if it differs, or a comment. Potency is the fitted concentration of half-maximal effect. This is a subset, so the mix of outcomes need not match the whole.

smiles	ERK EGF inh
O=C(CN1C(=O)c2ccccc2C1=O)Nc1cccc(S(=O)(=O)Nc2ccccc2Cl)c1	-6%
Cc1ccc(C(=O)N/N=C\c2c(C)nn(-c3ccccc3)c2Cl)cn1	5%
COc1ccc(CNC(=O)C(C)Sc2ccc(C)cc2)cc1 (stereo unspecified)	4%
c1ccc2cc3c(NCCN4CCOCC4)ccnc3cc2c1	16%
COC(=O)c1ccc(CNC(=O)COC(=O)CC23CC4CC(CC(Br)(C4)C2)C3)cc1	3%
O=C1CCCC(O)=C1Sc1ccccc1C(=O)O	-2%
CC1CCCN(CC(=O)Nc2ccc(S(=O)(=O)N3CCCCC3)cc2)C1 (stereo unspecified)	4%
C/C(=N\NC(=O)OC(C)(C)C)c1ccc[nH]1	0%
COc1ccc(OCC(=O)OCC(=O)N2CC(=O)Nc3ccccc32)cc1	3%[57.5 µM]
c1ccn(-c2ccc(-c3ccn[nH]3)cc2)c1	?
Cc1c(C(=O)O)c(C(=O)O)c2n1CCS2	3%[57.5 µM]
Cc1ccc(C(=O)N/C(=C/c2cccs2)C(=O)N2CCCCC2)cc1	-3%
COc1cc(OC)cc(C(=O)N[C@H](C(=O)OCC(=O)c2ccc(F)cc2)C(C)C)c1	2%
CC1=CC(C)[C@H](/C=N/n2c(=O)[nH]c3c([nH]c4ccc(C)cc43)c2=O)C(C)C1 (stereo partly specified)	-9%
Cc1cc(C(=O)N2CCN(S(=O)(=O)c3ccccc3F)CC2)c(C)o1	?
CCC(=O)Nc1nnc(SCc2ccccc2F)s1	1%
Oc1c(C=NCc2ccccc2)sc2ccccc12	-5%
COC(=O)N[C@H](CC(C)=O)c1cccc(C(F)(F)F)c1	-4%
CCOC(=O)c1c(C)oc2ccc(NS(=O)(=O)c3ccc(C(=O)O)cc3)cc12	1%
CC(Oc1ccccc1)C(=O)Nc1cccc([N+](=O)[O-])c1 (stereo unspecified)	6%
CCOC(=O)c1c(-c2ccc(OC)c(OC)c2)csc1NC(=O)C1CCCO1 (stereo unspecified)	1%
COc1ccccc1NC(=O)COC(=O)C12CC3CC(CC(Cl)(C3)C1)C2	0%
CCC1CO/C(=C(\C(=C(Cl)Cl)N2CCOCC2)[N+](=O)[O-])N1 (stereo unspecified)	0%
CCOc1ccc(N2C(=O)C3ON(c4ccccc4)C(c4ccco4)C3C2=O)cc1 (stereo unspecified)	-5%
COc1cccc(-n2c(=S)sc3c(=O)n(-c4ccccc4OC)c(SCC4OCCO4)nc32)c1	-3%
O=C(CC1C(=O)NCCN1C/C=C/c1ccccc1)NCCCC1CCCC1 (stereo unspecified)	9%
Cc1nnc(-c2ccc(N3CCCCCC3)c([N+](=O)[O-])c2)o1	7%[57.5 µM]
COc1cccc(OCc2nnc(SCc3cc(=O)[nH]c4ccccc34)o2)c1	7%
CC(C)(C)NC(=O)NC(=O)COC(=O)c1nc(-c2ccccc2)n(-c2cccc(C(F)(F)F)c2)n1	1%
COc1ccc(/C=N/NC(=O)c2ccco2)cc1Cn1nc(C)cc1C	-14%
CC(C)C(OC(=O)c1cccs1)C(=O)NCc1ccccc1 (stereo unspecified)	0%
Cc1ccccc1CNc1ccc(C(CC(N)=O)NC(=O)c2ccccc2)cc1[N+](=O)[O-] (stereo unspecified)	?
CCCC(=O)Nc1ccc(Cl)c(NC(=S)NC(=O)C(C)C)c1	-3%
COc1cc(OC)c(NC(C)C(=O)NCc2ccccc2)cc1Cl (stereo unspecified)	7%
S=c1[nH]nc(-c2cccnc2)n1/N=C/C(Cl)=C\c1ccccc1	2%
Cc1ccccc1C(=O)Nc1ccc(-c2nnc(SC(C)C(=O)O)n2C)cc1 (stereo unspecified)	6%[57.5 µM]

No new results follow: an excerpt of the list.
smiles	ERK EGF inh
COc1cccc(-n2c(=S)sc3c(=O)n(-c4ccccc4OC)c(SCC4OCCO4)nc32)c1	-3%
O=C(CC1C(=O)NCCN1C/C=C/c1ccccc1)NCCCC1CCCC1 (stereo unspecified)	9%
Cc1nnc(-c2ccc(N3CCCCCC3)c([N+](=O)[O-])c2)o1	7%[57.5 µM]

Remaining list, next part:
smiles	ERK EGF inh
CCCCCCCCCCCCOC1OC(CO)C(O)C(O)C1NC(C)=O (stereo unspecified)	0%
COc1ccc(OC)c(N/C(=N/c2nc(C)cc(C)n2)NC(C)=O)c1	-11%[57.5 µM]
NS(=O)(=O)c1ccc(CCNC(=O)COC(=O)/C=C/c2ccc(Cl)cc2)cc1	-1%
COc1ccc(/C=N/N2CCOCC2)cc1OCc1ccccc1	4%
Cc1ccc(C2C(C#N)=C(N)OC3=C2C(=O)CCC3)s1 (stereo unspecified)	3%
O=C(C1CCCCC1)N1CCC(n2nnc3ccccc32)CC1	0%
COc1ccccc1-c1nnc(SCC(=O)N2CCOCC2)o1	3%
CCOc1ccc(C(CC(=O)O)NC(=O)C23CC4CC(CC(C4)C2)C3)cc1OC (stereo unspecified)	2%
COc1ccccc1CN1CCNC(=O)C1CC(=O)NCCCn1cccn1 (stereo unspecified)	-8%[57.5 µM]
Cn1c(CC(=O)NCCO)c(Sc2ccccc2)c2ccccc21	2%
COc1ccc(/C=C/C(=O)/C=C/c2ccc(OC)cc2OC)c(OC)c1	-8%
COc1ccc(/C=N/NC(=O)CNc2ccc(Br)cc2)c(C(=O)O)c1OC	-1%
CC(C)(C)CC(=O)NCCc1csc(-c2ccccc2)n1	0%[57.5 µM]
CC1(C)CC(N=C2C([N+](=O)[O-])=CC=C3C2=NC2(CCCCC2)N3O)CC(C)(C)N1	?
CCOc1ccc(NC(=S)NCc2ccc3[nH]c(C)cc3c2)cc1	-1%
CSc1nnc(SCC2=NNC(=O)SC2)s1	8%
CC(=O)NC(Cc1ccc(F)c(F)c1)C(=O)NC1CCN(C(=O)c2ccc(C)cc2)CC1 (stereo unspecified)	-1%
CCN(CC)CCN1C(=O)C(=O)/C(=C(/O)c2ccc(F)cc2)C1c1ccncc1 (stereo unspecified)	-2%
CCOC(=O)COc1cccc2c(=O)n(CC(=O)N3CCC(C)CC3)ccc12	-4%[57.5 µM]
O=c1cc(C(F)(F)F)[nH]c2ccc(C(F)(F)F)cc12	-4%[57.5 µM]
O=C1CSC(=S)N1/N=C/c1ccc(O)c([N+](=O)[O-])c1	23%
O=c1oc2ccccc2c(N2CCCCC2)c1CN1CCCC1	-3%
CC(C)C(=O)NNC(=O)c1c(O)c2ccccc2[nH]c1=O	7%[57.5 µM]
Cc1ccc(NC(=O)/C(=C/c2ccncc2)NC(=O)c2ccccc2)cc1	-1%
OCC1OC(n2cnc3c(NC4CCCCC4)ncnc32)C(O)C1O (stereo unspecified)	-7%[57.5 µM]
CCOC(=O)COc1nc(C)cc(C(F)(F)F)c1C#N	-3%[57.5 µM]
COc1ccc(S(=O)(=O)N2CCN(CCO)CC2)cc1-c1nnc2c3ccccc3c(C)nn12	-7%
Cc1cc(NC(=O)CSc2ccc3nnc(CCNS(=O)(=O)c4ccccc4)n3n2)no1	4%
O=C(C1CCCN1S(=O)(=O)c1ccc(Br)cc1)N1CCOCC1 (stereo unspecified)	2%
COc1ccc(CCNC(=O)c2ccc(Cl)c(S(=O)(=O)N(C)c3ccccc3)c2)cc1	5%
COC(=O)c1ccc(Oc2nc(SC)nc(N(C)C)n2)cc1	-6%[57.5 µM]
COc1cccc(CC2(CO)CCN(Cc3ccc4cccc(F)c4n3)CC2)c1	-5%
CCCCNC(=O)CSc1nc2ccsc2c(=O)n1CCCC(=O)NCCc1ccc(S(N)(=O)=O)cc1	-7%
COc1cc([N+](=O)[O-])cc2sc(NC(C)=O)nc12	-1%[57.5 µM]
Cc1nn(-c2ccccc2)c(NC(=O)C(C)C)c(-c2ccccc2)c1=O	0%[57.5 µM]
COc1cc(-c2noc(CCCC(=O)Nc3cccnc3)n2)cc(OC)c1OC	2%[57.5 µM]
Cc1ccc(C(=O)COC(=O)CNC(=O)c2ccc(Br)o2)cc1[N+](=O)[O-]	-2%[57.5 µM]
Cc1cc(C=C2C(=O)CCCC2=O)c(C)n1-c1ccccc1	4%
Cc1ccccc1NC(=O)C1C2C=CC(C3CC23)C1C(=O)O (stereo unspecified)	-10%
COc1ccc(Nc2ccc(S(=O)(=O)N3CCCCC3)cc2[N+](=O)[O-])cc1Cl	10%
CCCCOc1ccc(-c2nc(/C=N/c3nccs3)c(O)o2)cc1	-1%
COC(=O)CC(c1ccc(C#N)cc1)n1c(C)ccc1C (stereo unspecified)	1%
CC(C)OC(=O)CSc1nnc(C2CCCCC2)n1N	-1%[57.5 µM]
NC(=O)COC(=O)c1sc2cc(F)ccc2c1Cl	-4%
Cc1csc(NC(=O)CSc2nc3ccccc3c3c2CCCC3)n1	2%
CC(C(=O)Nc1ccncc1)(c1ccccc1)c1ccccc1	-13%
O=C(CCc1nnc(Cc2ccc(-c3ccccc3)cc2)o1)NCC1CC1	-2%
CCC(=O)n1nc(-c2ccc(OC)cc2)nc1NCc1cccs1	2%
Cc1c(-c2ccccc2)nc2ccccc2c1C(=O)NCc1cccs1	7%
CCOC(=O)c1ccc(NC(=O)NCCc2ccccc2OC)cc1	5%
CC(=O)Nc1cccc(O)c1	25%
COc1cc(C(=S)N2CCOCC2)ccc1OC(=O)/C=C/c1ccco1	3%
O=C(CNC(=O)c1cccs1)OCC(=O)c1ccc(Cl)cc1	1%
CCNC(=S)N/N=C/c1sccc1C	3%
CCc1c(C)sc(NC(=O)c2cccs2)c1C#N	-2%
Cc1cc(C2=NNC(=NC3CC3)SC2)c(C)n1-c1c(C)n(C)n(-c2ccccc2)c1=O	8%
COc1cc2oc(-c3ccc(O)cc3)cc(=O)c2c(OC)c1O	-2%[57.5 µM]
COCCN1C(=O)/C(=C/c2cc3c(cc2Br)OCO3)NC1=S	8%
Cc1nc2sccn2c(=O)c1Br	6%
COc1ccc(NC(=O)CN(c2ccc(C(C)C)cc2)S(=O)(=O)c2c(C)noc2C)cc1OC	3%

As entered above:
ERK EGF inh with Cc1c(-c2ccccc2)nc2ccccc2c1C(=O)NCc1cccs1 is entered as 7%
ERK EGF inh with CCc1c(C)sc(NC(=O)c2cccs2)c1C#N is entered as -2%

Returning to the listing; the four compounds before the break are reprinted first.
smiles	ERK EGF inh
COc1cc2oc(-c3ccc(O)cc3)cc(=O)c2c(OC)c1O	-2%[57.5 µM]
COCCN1C(=O)/C(=C/c2cc3c(cc2Br)OCO3)NC1=S	8%
Cc1nc2sccn2c(=O)c1Br	6%
COc1ccc(NC(=O)CN(c2ccc(C(C)C)cc2)S(=O)(=O)c2c(C)noc2C)cc1OC	3%
O=C(NC(=O)N1CCCc2ccccc21)c1ccccc1	-4%
Cc1cc(NC(=O)CSc2nc3c(c(=O)n2-c2ccc(Br)cc2)SCC3)no1	1%
O=C(/C=C/c1ccccc1)NCCN1CCOCC1	7%
CCC1=NN(C(=O)c2ccc(Br)cc2)C(O)(c2ccc(C)cc2)C1 (stereo unspecified)	?
Cc1ccc(NC(=O)CN2C(=O)C3C4C=CC(C4)C3C2=O)cc1 (stereo unspecified)	0%
COC(=O)c1cc(C(=O)c2ccc(Cl)cc2)n2c(=O)/c(=C\N(C)C)sc12	-1%
CCOC(=O)COc1cccc2c(=O)n(CC(=O)NCc3ccc(F)cc3)ccc12	2%[57.5 µM]
O=C(Nc1ccccc1)N1CCC2(CC1)CCN(C(=O)c1csnn1)CC2	-5%
O=C(NNC(=O)C1CCN(S(=O)(=O)c2ccc(Cl)cc2)CC1)c1ccccc1	-13%
O=C(Cn1ncc(Cl)c(Cl)c1=O)N1CCOCC1	0%
Cc1cc(NC(=O)CSc2nnc(-c3ccccc3)o2)no1	-12%
CCOC(=O)c1cc(-c2ccccc2)sc1NC(=O)C(C)C	7%
CC(C)c1nnc(SCC(=O)NC(C)(C)C)n1C	-3%
COC(=O)c1ccc(=O)c2nc3/c(=C/O)c(O)cc(=O)c3[nH]c12	-3%[57.5 µM]
CC(C)(C)n1ncc2c(=O)n(CC(=O)N3CCCC3)cnc21	5%
O=C(CSc1ncccn1)N1CCCc2ccccc21	0%
CCN(CC)C(=O)c1sc(NC(=O)c2ccc(OC)c([N+](=O)[O-])c2)c(C#N)c1C	-5%
Cc1ccc(C(=O)NC(=S)Nc2cccc3nsnc23)cc1	?
COc1ccc(NC(=O)CCl)cn1	6%[57.5 µM]
Cc1nn(C)cc1S(=O)(=O)Nc1ccc2c(c1)OCCO2	-4%
Nc1nnc(SCCCC(=O)c2ccccc2)s1	0%
CC[N+](C)(CC)CCOC(=O)C1c2ccccc2Oc2ccccc21	5%[25.7 µM]
CC(=O)Nc1cccc(-c2cc(-c3c(Cl)cccc3Cl)no2)c1	0%[57.5 µM]
Cc1cccc2sc(NC(=O)c3ccc(OCC4CCCO4)cc3)nc12 (stereo unspecified)	2%
c1ccc(COc2ccc(CNCc3cccnc3)cc2)cc1	?
CC(=O)Nc1ccc(-c2csc(NC(=O)CCCc3cccs3)n2)cc1	5%
O=C(NC(NC(=S)Nc1ccccc1Cl)C(Cl)(Cl)Cl)c1cccc(Cl)c1 (stereo unspecified)	-3%

From PubChem
